# From PubChem BioAssay
# Phagocytosis inh = inhibitors of macrophage phagocytosis; 110,000 tested, 0.07% active; inhibition, % at 5 µM; AID 1029; J774A.1 macrophage IgG-bead phagocytosis, imaging;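 active means inhibition above the mean of the plate negative controls plus 5 SD, cut at about 13% in these data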;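 further: phagocytic index as fraction of beads internalized from green versus red external bead signal; plate controls were DMSO negative control for no effect and cytochalasin-D positive control for full effect; some results beyond the cut were filed as inactive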
# HCT116 PTEN-null = PTEN-deleted cell growth suppression | AID 827 | viability, % at 10 µM | HCT116 PTEN-null viability, CellTiter-Glo, 60 h; stronger effect = lower value | 140,000 tested, 1.2% active;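 active means viability at or below a set limit, 4 SD under the median of all tested compounds, cut at about 3.7% in these data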;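 further: PTEN knockout HCT116 line with beta catenin targeted HCT116 as companion control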
# MRP1 act = activates MRP-1; H69AR cells + doxorubicin, viability rescue, CellTiter-Glo; viability increase, % at 10 µM; 140,000 tested, 0.61% active; AID 799;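 active means viability gain under doxorubicin at or above a set limit, the compound median plus 3 SD, cut at about 4.7% in these data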;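 further: MRP-1 overexpressing cells given doxorubicin 25 µM after compound pretreatment; 18-22 h compound pretreatment then 72 h with doxorubicin before readout; 0% = doxorubicin-only wells and 100% = vehicle-treated cells without doxorubicin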
# Yeast lifespan up = extends the lifespan of yeast. S. cerevisiae growth with nicotinamide, OD615; deaD strain in restrictive glucose medium. inhibition of the nicotinamide effect, % at 10 µM. 130,000 tested, 0.68% active. AID 775;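 active means inhibition above a set limit, placed 3 SD over the median of all compounds, cut at about 26% in these data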;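 further: 0% = nicotinamide-treated wells and 100% = cells grown without nicotinamide; some compounds called inactive have numbers as strong as hits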
#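 assay system = DeaD-strain S. cerevisiae | buffer or medium = restrictive glucose medium | reagent = 1.5 mM nicotinamide | compound = 10 µM single point, 0.25% DMSO | incubation = 48 h compound exposure at 30 °C, humidified | signal = OD615 measurement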
# Yeast growth inh = chemicals that inhibit yeast BB579 growth in restrictive medium (lifespan-shortening candidates) | S. cerevisiae BB579 growth, OD615, 48 h | inhibition, % at 10 µM | 140,000 tested, 0.51% active | AID 804;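 active means inhibition above a set limit, 3 SD over the mean compound inhibition, cut at about 44% in these data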; further: inactives centre near -24
#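 System: Saccharomyces cerevisiae DeaD strain BB579, replicative lifespan model yeast. Buffer or medium: restrictive glucose-based CSMM-D medium. Doses: one dose, 10 µM compound with 0.25% DMSO. Timing: 4 h preincubation and 48 h exposure at 30 °C. Detection: turbidity as optical density at 615 nm. Benchmarks: amphotericin B 10 µg/mL, positive.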
# E-sel TNF inh = TNF alpha driven E-selectin expression inhibition; HUVEC TNFa-induced E-selectin immunofluorescence, high content; inhibition, % at 2 µM; 120,000 tested, 0.71% active; AID 1246;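 active means inhibition above the batch mean plus 3 SD, and confirmed as a hit on visual image review, cut at about 43% in these data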;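 further: 0% = TNF-stimulated DMSO wells and 100% = unstimulated control wells; not every result past the cut was called active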
# HCT116 bCat-KO = beta-catenin-lacking colon tumor cell growth suppression. HCT116 beta-catenin knockout viability, CellTiter-Glo, 60 h; stronger effect = lower value. viability, % at 10 µM. 140,000 tested, 1.5% active. AID 818;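 active means viability at or under a set limit, the compound median less 4 SD, cut at about 6% in these data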;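 further: 0% = Hyamine 1622 control at 20 µM and 100% = untreated cell control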
# Measles CPE = protection of cells from measles virus. Measles virus-infected cells, CPE protection, absorbance. protection (pct of control), % at 4 µM. 140,000 tested, 1.5% active. AID 841; in the data active means protection mostly above about 24%, no sharp cut-off; inactive means mostly below about 26%; further: some compounds called inactive have numbers as strong as hits
# NPY Y2 blocker = blocks the human neuropeptide Y Y2 receptor | NPY-Y2 expressing cells, antagonist mode | inhibition, % at 2.7 µM | 140,000 tested, 0.99% active | AID 793; in the data active means inhibition above about 17%;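 further: 0% = vehicle with agonist challenge and 100% = reference antagonist with challenge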
# Target sequence (P49146 whole entry, looked up): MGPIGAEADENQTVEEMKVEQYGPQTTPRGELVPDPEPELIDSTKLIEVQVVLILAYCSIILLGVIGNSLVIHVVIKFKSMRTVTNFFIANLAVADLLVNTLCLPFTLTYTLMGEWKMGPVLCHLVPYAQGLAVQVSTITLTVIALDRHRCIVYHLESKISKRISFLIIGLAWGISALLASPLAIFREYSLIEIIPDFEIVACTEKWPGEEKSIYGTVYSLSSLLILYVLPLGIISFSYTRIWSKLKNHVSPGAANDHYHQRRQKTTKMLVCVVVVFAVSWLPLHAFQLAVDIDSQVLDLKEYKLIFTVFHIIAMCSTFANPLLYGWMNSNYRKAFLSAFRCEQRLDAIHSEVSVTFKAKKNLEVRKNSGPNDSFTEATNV
# GALR2 antag = GALR2 (human) receptor antagonism; O43603; inhibition, % at 4 µM; GALR2-expressing cells, antagonist mode; 140,000 tested, 0.39% active; in the data active means inhibition above about 27%;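 further: cells stimulated with galanin 1-16 at roughly its EC80; 0% = agonist challenge control and 100% = basal control without agonist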
# Target sequence (O43603 whole entry, looked up): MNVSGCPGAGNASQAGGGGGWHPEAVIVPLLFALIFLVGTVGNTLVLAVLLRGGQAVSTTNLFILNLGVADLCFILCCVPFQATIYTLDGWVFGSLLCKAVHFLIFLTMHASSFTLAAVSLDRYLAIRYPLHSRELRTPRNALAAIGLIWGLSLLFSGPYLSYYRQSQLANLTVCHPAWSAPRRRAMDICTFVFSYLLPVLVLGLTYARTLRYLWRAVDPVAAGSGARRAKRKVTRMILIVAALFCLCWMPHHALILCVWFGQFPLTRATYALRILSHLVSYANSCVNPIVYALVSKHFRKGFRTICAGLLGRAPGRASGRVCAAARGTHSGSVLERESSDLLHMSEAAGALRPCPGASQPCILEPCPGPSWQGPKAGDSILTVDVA
# * marks the source's active call; other numbers are inactive results; . = no result given.
SMILES,Phagocytosis inh,HCT116 PTEN-null,MRP1 act,Yeast lifespan up,Yeast growth inh,E-sel TNF inh,HCT116 bCat-KO,Measles CPE,NPY Y2 blocker,GALR2 antag
O=C(CN1C(=O)c2cccc3cccc1c23)Nc1ccc(S(=O)(=O)Nc2nccs2)cc1,-2.6,97.3,-1.6,-22.4,-7.2,.,111.3,22.8,-1.7,-2.6
COc1ccc(C(C)=O)cc1CSCCC#N,-0.1,97.0,0.2,-15.5,10.5,3.5,85.9,15.2,2.4,-5.5
O=C(OCc1csc(Nc2ccccc2)n1)c1ccc(Cl)cc1,0.7,85.2,1.7,-7.8,-56.7,-19.8,92.5,13.1,7.7,1.4
CCNc1nc(Cl)nc(NNC(=O)C(C)Oc2ccccc2)n1 (configuration not stated),-6.9,98.2,1.3,5.2,-57.1,.,94.1,10.3,2.6,0.1
Cc1cccc(OCc2nnc(SCC(=O)N3CCCC3)n2C)c1,-0.3,105.5,0.3,-4.7,-31.4,5.6,104.3,1.9,-1.4,6.5
Cc1cccc(C(=O)N2CCCN(C(=O)c3cccc(C)c3)CC2)c1,-0.9,98.5,-0.2,-5.8,-33.9,6.1,86.8,15.7,2.4,-4.2
CCOC(=O)C1CCN(C=Nc2cc(C)on2)CC1,-2.6,84.9,-2.9,-8.7,-36.4,2.8,81.9,8.8,-1.2,-4.1
O=C(CSc1nnc(-c2cccs2)n1-c1ccccc1)Nc1ccccc1,0.9,48.9,-1.1,-7.5,-21.8,12.7,55.7,2.7,4.3,-5.4
Cc1ccc(SCCC(=O)NC(C)C)cc1,.,98.0,-1.4,.,-5.1,-7.1,89.9,16.9,4.1,11.1
COc1cc(NS(=O)(=O)c2ccc(NC(=S)NC(=O)c3sc4cc(F)ccc4c3Cl)cc2)nc(OC)n1,-9.2,92.8,-2.3,6.9,-7.9,.,93.9,8.6,2.5,5.3
NC(=S)N/N=C/c1ccccc1,-8.4,91.5,-3.0,-0.3,-8.9,3.1,98.1,20.0,1.2,-4.3
Cc1cccc(N2CCN(C(=O)Cn3cccc3)CC2)c1C,1.5,81.8,1.8,-7.1,1.0,-2.7,78.4,7.1,2.0,1.1
COCCOC(=O)C1=C(C)NC(=O)NC1c1cn(-c2ccccc2)nc1-c1cccs1 (configuration not stated),1.7,94.5,-1.7,-8.1,9.6,19.7,99.1,-0.5,-2.0,0.8
Cc1[nH]n2c(=O)c3c(nc2c1-c1ccccc1)CCCC3,-2.8,73.1,-4.0,0.2,-32.0,-15.1,79.8,7.4,2.0,2.8
COc1ccc(-c2nnc(-c3ccc(Br)o3)o2)cc1OC,-0.1,90.9,2.3,-25.5,-23.1,.,103.0,18.5,2.8,25.7
COc1cc(C)ccc1N(CCCN1C(=O)c2cccc3cccc(c23)C1=O)C(=O)c1cccs1,-4.8,68.3,8.7*,2.9,-37.6,.,75.5,3.3,7.8,4.7
Cc1cc2c3c(c1)C1(C(=O)N3C(C)(C)CC2C)C(C#N)=C(N)OC2=C1C(=O)CC(C)(C)C2 (configuration not stated),.,60.9,-5.5,.,-36.4,-1.8,59.0,16.2,-0.3,7.6
Clc1ccc(-c2nnc(SCc3nc4ccccc4[nH]3)o2)c(Cl)c1,.,91.5,-0.1,.,-48.2,-4.6,88.8,13.3,3.9,5.1
CCc1ccc(C2(C)SC(NC(C)=O)=NN2C(C)=O)cc1 (configuration not stated),-2.2,83.8,-3.4,2.9,-21.4,8.9,89.8,3.2,0.4,-2.9
O=S(=O)(NCC(c1cccnc1)N1CCN(c2ccccc2)CC1)c1cccs1 (configuration not stated),-0.6,91.1,-0.8,0.1,-70.0,12.4,89.4,8.4,2.1,-15.1
N#Cc1c[nH]n2c(=O)cc(Cc3ccccc3)nc12,-0.2,107.1,-0.2,-6.4,-54.1,4.3,106.1,1.0,5.8,1.9
Cc1[nH]n2c(=O)c3c(nc2c1-c1ccc(Cl)cc1)CCC3,-1.7,16.3,-3.2,-20.9,-9.1,-14.4,14.7,3.3,2.6,8.6
Cn1c(=O)[nH]c(=O)c2c1nc1n2CCN1Cc1ccccc1,-2.0,90.0,-2.2,-20.9,-25.7,44.2,104.0,8.2,0.6,11.8
CC1Cc2cccc3c(O)c(C(=O)c4nn[nH]n4)c(=O)n1c23 (configuration not stated),1.5,98.3,-1.1,6.5,12.0,25.5,100.3,2.5,2.1,-3.5
O=S(=O)(NCc1ccccc1)c1cnc[nH]1,2.0,86.4,-0.1,-8.1,-33.0,-6.4,89.9,3.2,0.0,-5.5
Oc1ccccc1C1=NOC(O)(C(F)F)C1 (configuration not stated),.,98.2,-0.7,-19.9,-13.9,32.0,87.3,10.7,1.5,10.3
O=C1CC(c2ccco2)Cc2c1cnn2-c1nc2ccccc2s1 (configuration not stated),-7.0,93.3,-2.6,1.6,-43.4,4.6,92.4,9.9,4.0,-2.1
Cc1ccc(CSc2ncnc3c2cnn3-c2ccc(C)cc2)cc1,-2.5,95.6,0.1,4.5,-28.2,.,101.0,9.7,0.4,8.7
CCN(CC)CCN1C(=O)C(=O)/C(=C(/O)c2cnn(-c3ccccc3)c2C)C1c1cccnc1 (configuration not stated),-3.3,105.1,-2.9,-17.4,8.5,-1.7,91.3,27.1,2.0,-3.5
CCC(C)(C)n1nnnc1CN(Cc1cccs1)Cc1cc2cc(OC)ccc2[nH]c1=O,-0.3,56.5,-2.7,-9.8,-44.4,.,60.1,37.4*,.,.

# Some values from the list.
# Result for Clc1ccc(-c2nnc(SCc3nc4ccccc4[nH]3)o2)c(Cl)c1 in Yeast growth inh: -48.2
# Result for COc1cc(C)ccc1N(CCCN1C(=O)c2cccc3cccc(c23)C1=O)C(=O)c1cccs1 in Phagocytosis inh: -4.8

# Further results:
SMILES,Phagocytosis inh,HCT116 PTEN-null,MRP1 act,Yeast lifespan up,Yeast growth inh,E-sel TNF inh,HCT116 bCat-KO,Measles CPE,NPY Y2 blocker,GALR2 antag
Cc1cccnc1NC(=O)C1c2ccccc2Oc2ccccc21,1.1,98.0,-1.2,0.0,-14.8,.,92.8,21.2,7.8,7.2
CCCc1nn(C)c(C(=O)Nc2cccc(Cl)c2)c1Cl,-4.3,84.7,-2.5,-5.6,-20.1,.,94.8,27.0,8.1,6.0
Cc1ccc(-c2nc3ncccn3c2NC(=O)C2CC2)cc1,.,95.6,-2.4,-8.6,-25.2,-18.0,102.0,22.6,2.3,1.2
CCC(C)C(NC(=O)c1ccccc1NC(=O)c1ccco1)C(=O)O (configuration not stated),-1.1,98.4,-2.0,-7.2,-20.7,-5.7,99.6,4.5,3.3,-19.2
CC(OC(=O)c1oc2ccccc2c1CSC1CCCCC1)C(=O)NC(N)=O (configuration not stated),-9.1,5.2,-4.8,1.0,-10.8,.,27.6,16.1,-0.3,-1.4
O=C(O)c1cc2ccccc2c(=O)s1,.,81.3,-0.4,-2.9,-23.7,-24.5,92.5,16.5,11.1,3.2
CCOc1cc(CNn2cnnc2)ccc1OCC(=O)NC1CCCCC1,-1.3,90.2,-0.4,-14.6,-22.9,-23.8,97.2,2.5,0.4,-4.6
Cn1c(=O)c2c(nc(CN3CCN(C(=O)c4ccco4)CC3)n2Cc2ccccc2F)n(C)c1=O,-1.1,91.1,-3.8,-0.8,-4.5,23.6,82.1,27.4,-2.6,-15.5
C/C(=N\NC(=S)Nc1ccc(F)cc1)c1ccc2c(c1)OCCO2,-5.8,19.2,-1.8,-6.7,-17.9,.,27.1,5.2,8.0,-1.7
O=C(NCCN1CCOCC1)c1cc(-c2ccc(Cl)cc2)on1,-1.3,98.4,0.4,-3.4,-12.4,.,94.4,10.1,2.7,4.6
CCN1CCN(c2ncc(C(=O)N3CCCc4ccccc43)c3ccccc23)CC1,1.7,80.2,-1.8,-3.3,-38.6,-27.7,75.2,8.9,4.3,10.0
COc1ccc(N2CCN(C(c3cccs3)C(C)NC(=O)c3ccco3)CC2)cc1 (configuration not stated),.,80.5,-1.7,.,-13.4,-3.9,89.6,10.7,1.2,-7.9
O=C(NCc1ccccc1Cl)c1cnc2n(c1=O)CCS2,0.0,85.4,-1.4,-2.2,-0.1,34.0,92.0,7.0,2.1,-11.3
Cc1onc(-c2ccccc2Cl)c1C(=O)NCCN1CCOCC1,-1.2,90.2,-2.2,-17.1,-3.8,3.4,106.5,6.4,-1.4,-13.8
Cc1scc(C(=O)NCc2ccco2)c1-c1ccccc1,1.8,102.6,-3.0,-20.1,-35.4,-30.2,102.0,5.0,0.2,11.0
CCC(C)NC(=O)CN(c1cc(Cl)ccc1OC)S(C)(=O)=O (configuration not stated),-5.7,96.1,2.1,2.8,-39.8,.,91.1,3.2,1.5,3.5
CCOC(=O)CNC(=O)CSc1nnc(Cn2c(=O)sc3ccccc32)n1-c1ccccc1C,-2.3,99.7,-0.9,-16.8,-26.0,38.7,107.6,.,1.8,-1.0
CCc1nnc(NC(=O)C2CCCN(c3nc(C)cc(C)n3)C2)s1 (configuration not stated),-0.9,116.2,-1.2,-5.5,-72.6,-8.9,110.2,15.4,2.6,9.6
CCOC(=O)C1=C(C)N=C2SC(C)C(=O)N2C1c1ccc(C(=O)OC)cc1 (configuration not stated),-3.4,101.0,2.2,-4.4,5.0,.,96.7,3.1,-0.9,-4.9
CCOC(=O)c1c(NC(=O)CSc2nc3cc(Cl)ccc3s2)sc(C(C)=O)c1C,-6.1,70.5,-1.7,-2.9,-3.1,10.2,72.6,18.2,0.3,-1.1
O=C(O)c1cc(=O)c2cc(Cl)ccc2o1,-0.1,102.3,-0.7,-0.4,-17.3,-12.8,94.7,16.6,1.1,4.7
CCOC(=O)c1cccc(NC(=O)CSc2nnc(-c3ccoc3C)n2CCOC)c1,-0.8,98.5,-1.9,-7.4,-21.3,100.0*,95.7,2.0,3.1,-13.0
COc1cccc(N2CC(C(=O)Nc3ccc(C(=O)OC(C)C)cc3)CC2=O)c1 (configuration not stated),3.6,68.7,-4.0,-1.1,-50.8,-1.9,77.3,10.1,3.1,1.9
Cc1ccc(N2C(=O)C3C4CC(=O)C(c5ccccc54)C3C2=O)cc1 (configuration not stated),.,105.2,-2.0,-29.1,-4.8,2.2,111.5,18.2,0.4,-11.9
COc1ccc(NC(=O)N(CCC(C)C)C(C)c2ccccn2)c(OC)c1 (configuration not stated),-0.6,98.1,-2.0,7.8,5.4,-1.9,94.7,6.6,1.6,9.4
CN1CC(=O)NC1=NC(=O)c1cc(F)c(F)cc1Cl,2.2,95.4,-3.4,-25.4,-26.3,52.7,88.0,4.6,0.5,0.6

# Looked up by compound from above (two):
SMILES,Phagocytosis inh,HCT116 PTEN-null,MRP1 act,Yeast lifespan up,Yeast growth inh,E-sel TNF inh,HCT116 bCat-KO,Measles CPE,NPY Y2 blocker,GALR2 antag
CCc1nnc(NC(=O)C2CCCN(c3nc(C)cc(C)n3)C2)s1 (configuration not stated),-0.9,116.2,-1.2,-5.5,-72.6,-8.9,110.2,15.4,2.6,9.6
O=C(O)c1cc(=O)c2cc(Cl)ccc2o1,-0.1,102.3,-0.7,-0.4,-17.3,-12.8,94.7,16.6,1.1,4.7
